GLP1R cytotox: cytotoxic in the GLP-1 receptor inverse agonist counter-screen. HEK293 cAMP-luciferase reporter cells, luminescence, 24 h. actives 0.13% (n = 410,000). Potency, µM (top dose mostly 38.3 µM), without a hit: at the top dose activity change, negative = inhibition, most hits filed as inhibitors. AID 624418;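 further: loss of luciferase light is scored as toxicity; potency means the concentration at half of the fitted maximal effect; on the % scale 0 is the no-effect control and ±100 the full control effect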
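A 23 nL compound transfer followed 12 hours of cell culture at 37 deg C; exposure then lasted 24 hr. Luciferase assay detection reagent was dispensed and plates read for luminescence after a 12 min room-temperature wait.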
GLP-1R agonist: GLP-1 receptor (human) agonism; HEK293 GLP-1R CRE-luciferase, luminescence, 4-6 h; cells express a hypersensitive GLP-1R form; Potency, µM (top dose mostly 45.6 µM), without a hit: at the top dose activation, usual class: activators; actives 0.007% (n = 380,000); AID 624172; further: potency means the concentration at half of the fitted maximal effect; % of control where 0% means no effect
PLK1 PBD inh: inhibitors of human PLK1 polo-box domain binding; AID 720504; Potency, µM, for the others: max response, negative = inhibition, actives largely listed as inhibitors; Plk1 PBD binding of FITC phosphopeptide, fluorescence polarization; actives 2.8% (n = 360,000); further: potency means the concentration at half of the fitted maximal effect; series mostly up to about 57 µM; on the % scale 0 is the no-effect control and ±100 the full control effect; nearly all actives have a fitted effect of over 65% in size
IL2 activator: IL-2 activation; IL-2 activation reporter assay, cell-based qHTS; stimulated with anti-CD3/CD4/CD28 beads; in transgenic mouse T cells; activation, % (series mostly up to about 46 µM); actives 0.065% (n = 360,000); AID 652025; in the data active means activation above about 50%; inconclusive means mostly about 30% to 49%; further: 0% is about no effect
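Readout is EGFP and DsRed signal by fluorescent plate cytometry after 18 h at 37 degrees C. Transgenic mouse T cells (750/well) received compound for 60 min before bead stimulation (anti-CD3, anti-CD4, anti-CD28); memory T cells served as non-tolerant control.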
PI5P4Ka inh: inhibitors of human PI5P4K alpha; P48426; actives 1.2% (n = 330,000); PI5P4Kalpha enzyme, ADP-Glo luminescence, 60 min; stronger effect = lower value; max response, %; active means max response of -50% or lower; inconclusive means between -30% and -50%; inactive means -30% or higher; further: value at the top dose of about 77 µM; on the % scale 0 is the no-effect control and ±100 the full control effect
Target sequence (P48426 whole entry, looked up): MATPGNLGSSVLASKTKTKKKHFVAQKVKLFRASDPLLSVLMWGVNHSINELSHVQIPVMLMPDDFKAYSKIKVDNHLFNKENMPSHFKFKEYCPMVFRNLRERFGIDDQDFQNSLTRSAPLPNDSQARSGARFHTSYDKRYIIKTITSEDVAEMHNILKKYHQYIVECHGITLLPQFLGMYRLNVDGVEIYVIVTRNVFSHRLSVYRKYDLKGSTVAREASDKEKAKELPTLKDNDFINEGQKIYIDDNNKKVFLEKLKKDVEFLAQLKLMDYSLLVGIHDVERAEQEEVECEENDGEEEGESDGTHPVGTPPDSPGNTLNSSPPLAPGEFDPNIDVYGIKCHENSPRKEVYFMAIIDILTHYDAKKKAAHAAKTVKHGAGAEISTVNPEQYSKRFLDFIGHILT
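Reactions run in 0.038 M HEPES pH 7.4, 0.28 mM EGTA, 0.1% CHAPS and 5% DMSO, with PI5P4Kalpha, substrate, compound and 5 microM ATP final, one hour at room temperature. Readout is ADP-Glo luminescence.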
D3 ag: D3 dopamine receptor (human) agonism; P35462; D3R DiscoveRx beta-arrestin cells, luminescence, 90 min; max activation, %; actives 0.58% (n = 410,000); in the data active means max activation above about 30%; further: 0% is about no effect; mostly tested at two doses, the higher about 12 µM
Target sequence (P35462 whole entry, looked up): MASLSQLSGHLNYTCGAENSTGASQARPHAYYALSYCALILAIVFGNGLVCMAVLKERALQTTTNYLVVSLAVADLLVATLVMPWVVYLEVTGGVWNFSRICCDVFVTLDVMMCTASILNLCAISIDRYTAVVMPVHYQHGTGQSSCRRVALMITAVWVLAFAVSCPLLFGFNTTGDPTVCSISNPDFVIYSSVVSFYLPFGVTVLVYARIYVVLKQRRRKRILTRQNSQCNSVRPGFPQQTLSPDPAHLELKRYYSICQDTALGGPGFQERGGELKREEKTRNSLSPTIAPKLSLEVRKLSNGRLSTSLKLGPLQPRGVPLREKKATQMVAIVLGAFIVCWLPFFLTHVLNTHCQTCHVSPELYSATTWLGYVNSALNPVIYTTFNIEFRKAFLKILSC
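Agonist-mode cell screen: cells plated at 1500/well and incubated overnight at 37 °C, then exposed to library compounds for 90 min at 37 °C. Detection reagent was added for 30–60 min at room temperature, and luminescence was read.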
GLP1R inv ag: inverse agonists of human GLP-1 receptor; P43220; HEK293 GLP-1R CRE-luciferase, luminescence, 24 h; GLP-1R form is constitutively active; Potency, µM (top dose mostly 38.3 µM), inactives show top-dose activity change, negative = inhibition, actives largely listed as inhibitors; actives 1.6% (n = 410,000); AID 624417; further: potency means the concentration at half of the fitted maximal effect; on the % scale 0 is the no-effect control and ±100 the full control effect; nearly all actives have a fitted effect of over 55% in size
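Cells are plated, allowed 12 hours at 37 deg C, then treated with compounds for 24 hr before luciferase detection reagent is added and luminescence is read after 12 min at room temperature. The HEK293 line carries constitutively active GLP-1R with a cAMP-responsive reporter.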
D3 antag: blocks the human D3 dopamine receptor; AID 652054; P35462; actives 2.5% (n = 360,000); max response, negative = inhibition, %; D3R cells, DiscoveRx beta-arrestin luminescence, antagonist mode; stronger effect = lower value; in the data active means max response below about -50%; inconclusive means no clear call, values can overlap the other calls; further: on the % scale 0 is the no-effect control and ±100 the full control effect; mostly tested at two doses, the higher about 12 µM
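Cells expressing the human receptor were seeded at 1500 cells/well, incubated overnight at 37 degrees C in 5% CO2, then exposed to library compounds with dopamine controls for 90 minutes at 37 degrees C before luminescent detection.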
WRN helicase inh: blocks human WRN helicase; Q14191; WRN helicase unwinding, fluorescent forked duplex, kinetic; Potency, µM (highest dose often 114 µM), inactives show top-dose activity change, negative = inhibition, usual class: inhibitors; actives 0.46% (n = 360,000); further: potency means the concentration at half of the fitted maximal effect; on the % scale 0 is the no-effect control and ±100 the full control effect; nearly all actives have a fitted effect of over 55% in size
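Fluorescence dequenching readout, ex 525 nm/em 598 nm, kinetic mode: forked duplex DNA (100 nM final) with adjacent fluorophore and quencher unwound by WRN (20 nM final) with 2 mM ATP. Compound preincubation 15 min, room temperature.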
* hit, by the source's call; ? = inconclusive; · = no result given; & = joins results of further samples; [ ] = dose if it differs, or a comment. Unless noted, the call rests on the fitted dose curve; in most records, active means well fitted curve in the direction sought with a large enough effect; inconclusive means small, poorly fitted or top-dose-only effect, or another doubt; inactive means no such curve, though single readings can be large; an effect the other way counts as inactive or inconclusive. Compounds as they come; about 7.8% have a hit in one of these screens.

SMILES	GLP1R cytotox	GLP-1R agonist	PLK1 PBD inh	IL2 activator	PI5P4Ka inh	D3 ag	GLP1R inv ag	D3 antag	WRN helicase inh
CC(O)(c1ccccc1)c1ccc2ccccc2n1 (configuration not stated)	-7%	0%	-5%	0.3	10	2	?	25	-2%
Nc1nc(CN2CCN(c3cccc(Cl)c3)CC2)nc(N2CCCc3ccccc32)n1	?	0%	-1%	0.1	17	16	?	-77*	-10%
CCCCCC1=C(C(=O)OC)C(C(=O)OCC)N(S(=O)(=O)C(F)(F)F)c2ccccc21 (configuration not stated)	-8%	1%	-8%	-0.8	9	4	?	19	-3%
Cc1ccnc(NS(=O)(=O)c2ccc(NC(=O)CCc3ccccc3)cc2)n1	12%	5%	-25%	-0.1	-25	-5	8%	-5	-5%
CCOc1ccc(NC(=O)NCCCN2CCCC2)cc1	2%	-7%	-10%	-0.1	2	2	4%	-26	-2%
CN(C)S(=O)(=O)c1cccc(NC(=O)CN2C(=O)C3C4C=CC(C4)C3C2=O)c1 (configuration not stated)	-15%	0%	-5%	-2.4	-1	3	4%	8	-2%
COc1ccc(C(C)(C)C)cc1NC(=O)CCCN1C(=O)CN(C)C1=O	7%	-2%	-3%	-0.5	-2	3	-6%	-29	-3%
O=C(Nc1ccccc1)c1ccc2snnc2c1	-10%	9%	27µM*	5.6	-1	0	25%	-11	7%
Cc1ccccc1N(CC(=O)N1CCc2ccccc2C1)S(C)(=O)=O	-14%	-2%	2%	0.5	1	2	1%	2	5%
O=C(Nc1ccc(Cl)cc1)C1Cc2c(-c3ccc4c(c3)OCO4)ccnc2O1 (configuration not stated)	-16%	-5%	-2%	0.1	-13	-14	11µM*	-10	-8%
O=C(C(=O)N1CCN(C(=O)c2ccco2)CC1)c1ccccc1	14%	·	-14%	-0.2	-1	-5	-4%	-14	7%
Cc1ccc(-c2ccc(/C=N/NC(N)=S)o2)cc1	?	18%	6µM*	-5.6	-22	-2	?	-12	-27%
Cc1ccc2c(c1)C=CC(C)(C)S2(=O)=O	2%	-18%	2%	-1.3	-7	1	10%	6	-3%
O=C(OCc1ccccc1)N1C=CC2CC1c1c(Cl)cccc12 (configuration not stated)	5%	2%	-11%	0.3	-4	-44	?	-4	-3%
Cc1ccc(NC(=S)Nc2cccc3cnccc23)cc1	2%	-9%	27µM*	-2.6	-18	0	5%	-6	3%
Cn1ccs/c1=N\C(=O)Nc1cccc(Cl)c1	0%	10%	-11%	-1.4	-10	6	36%	4	9%
O=C(Nc1ccn(CCCNC2CCN(Cc3ccccc3)CC2)c(=O)n1)OCc1ccccc1	1%	3%	-7%	3.0	6	-12	?	-53*	-4%
Cc1ccc(NC(=O)CCn2nc(C)cc2C)cc1	49%[activator]	4%	-1%	-3.1	-1	0	12%	?	-7%
O=c1c(-c2ccc(F)cc2)[n+]([O-])c2ccccc2n1OCc1ccccn1	0%	4%	21µM*	-0.3	-21	-4	2%	-11	0%[57.1 µM]
O=C(Nc1ccccc1)Nc1ccc(Oc2cccnc2)nc1	-9%	3%	1%	-0.7	3	1	?	18	0%
O=C(CCc1ccccc1)Nc1cc(C(F)(F)F)ccc1Cl	0%	-1%	0%	0.4	·	-6	-27%	3	-7%
CC(=O)Nc1ccc(S(=O)(=O)N(C)CC(=O)NC2=NCCS2)cc1	-13%	0%	-9%	-1.0	1	-3	21%	-4	-2%
Cc1ccccc1N1C(=O)CC(c2c[nH]c3ccccc23)C1=O (configuration not stated)	-20%	3%	5%	0.7	1	-4	-14%	-14	0%
CC(C)(C)n1nnnc1C(c1ccccc1)N1CCN(c2ccccn2)CC1 (configuration not stated)	7%	15%	-6%	-0.2	2	-5	27%	2	2%
COc1cc2c(cc1OC)-c1cc(Nc3cccc(F)c3)nc(=O)n1CC2	8%	30%	-5%	-4.9	-6	-12	177%[activator]	0	-16%
O=C(COC(=O)CNS(=O)(=O)c1ccc(F)c(F)c1F)NC1CC1	3%	-1%	-1%	-0.3	-6	5	3%	5	0%
Cc1ccc(C(=O)N/C(N)=N/c2nc3ccccc3o2)cc1	-5%	0%	1%	0.5	-5	4	30%	4	-6%
COCCn1c(SCC(=O)c2c(N)n(C3CC3)c(=O)[nH]c2=O)nnc1-c1ccc(Cl)cc1	2%	4%	-3%	-0.8	2	1	18%	0	-9%
Clc1ccc(-c2csc(-c3ccncc3)n2)cc1	-6%[0.307 µM]	12%	-15%	2.2	12	2	2%[0.307 µM]	-9	-7%
Clc1ccc(CN2CCc3c([nH]c4ccccc34)C2)cc1Cl	?	-10%	?	-1.2	36	2	4µM*	14	-6%
COc1ccc(C(=O)Nc2cc(Cl)cc(Cl)c2)c(OC)n1	1%	-9%	3%	-0.1	-2	1	0%	38	-3%
O=C(NNC(=O)c1ccc2c(c1)OCO2)NC1CCCCC1	5%	0%	-8%	-4.4	4	-13	0%	-16	-26%
CCN(CC(=O)Nc1cc(C)c(Cl)cc1OC)CC(=O)NC1CCS(=O)(=O)C1 (configuration not stated)	-2%	0%	-15%	-1.3	1	-13	19%	-4	-12%
Oc1ccc(Cl)cc1CNC1CCCCC1	1%	10%	-15%	0.7	-1	-25	?	-24	8%
CC(C)C(NC(=O)c1ccc(C(C)(C)C)cc1)C(=O)NCC1(N(C)C)CCCCC1 (configuration not stated)	4%	3%	6%	1.8	-1	-1	13%	5	3%
O=C(NCc1ccc(F)cc1)c1cc(C2CCCN(C(=O)c3cccs3)C2)on1 (configuration not stated)	7%	?	-10%	-0.5	3	-1	35%	-1	1%
O=C1CC[C@@H](CN(Cc2ccccn2)Cc2nc(Cc3cccc(C(F)(F)F)c3)no2)N1	-29%	6%	4%	-1.8	2	4	-7%	15	0%
COc1ccc(C(c2nnnn2C2CCCCC2)N2CCN(C)CC2)c(OC)c1 (configuration not stated)	-10%	2%	1%	2.3	2	0	-3%	-2	3%
O=C(N=C1c2ccccc2CN1c1ccccc1)c1cccc([N+](=O)[O-])c1	-15%	1%	-23%	-0.1	-13	-11	19%	0	-18%
CC(C)(C)NC(=O)c1ccc2c3c(cccc13)CC2	6%	8%	-2%	-4.5	0	-6	?	-8	-21%[57.1 µM]
O=C(CSc1nncc2ccccc12)Nc1cccc(O)c1	2%	15%	-13%	-2.7	1	-11	16%	-24	?
CN1CCN(S(=O)(=O)c2ccc(Nc3ccc(F)cc3)c([N+](=O)[O-])c2)CC1	-14%	14%	-7%	-0.2	1	-10	?	2	-5%
COc1ccccc1CNC(=O)CSc1cc(=O)n(C)c2ccccc12	3%&-11%	4%	-15%	-2.8	5	-5&-4	12%&5%	-7	-32%[57.1 µM]
COc1cccc2sc(Nc3nc(C)c(C(C)=O)s3)nc12	28%	-4%	-7%	-2.3	-2	-10	?	0	-2%
C/C(=N/NC(=O)c1cc(C)[nH]n1)c1ccncc1	23%	25%	-19%	-0.4	1	-8	9%	-4	4%
COc1ccc(OCC(=O)NNC(=O)c2ccc(-c3ccccc3)cc2)cc1	0%	-2%	-7%	-1.7	-10	-5	15%	-13	-16%
COc1ccccc1/C=C/C(=O)c1ccc(Cl)cc1	5%	-12%	-12%	-2.2	·	-50	-8%	-7	-7%[11.6 µM]
COc1c(CC=C(C)C)cc(C2CC(=O)c3c(O)cc(O)cc3O2)cc1CC=C(C)C (configuration not stated)	?	3%	-7%	-0.9	-6	-7	?	7	-7%
COc1ccccc1N1CCN(C(=O)c2ccc3nc[nH]c3c2)CC1	13%	0%	-6%	-4.7	-4	8	19%	-8	1%
COc1ccc(/C(N)=N/O)c(OC)c1	-2%	11%	-17%	-0.7	-1	-4	-3%	-2	-2%
CCOc1ccc(NS(=O)(=O)c2ccc(C(=O)NNC(=O)c3ccccc3O)cc2)cc1	?	3%	-7%	0.3	-3	17	?	0	-36%
O=C(c1cccnc1)N1CCN(S(=O)(=O)c2cccs2)CC1	0%	1%	-2%	0.2	-1	9	-6%	-2	5%
CC(C(=O)O)n1cc(C#N)c(=O)[nH]c1=O (configuration not stated)	-3%	9%	-7%	-0.5	-1	7	-11%	4	11%
Cc1cccc2c(C(=O)O)c3cccc(C)c3nc12	35%[activator]	-1%	5%	-4.9	-6	-10	2%	?	-15%
CCOC(=O)N1CCC(NC(=O)c2ccc3c(c2)N=C(C)c2ccccc2S3)CC1	-13%	-3%	27µM*	-2.1	-9	-8	?	0	3%
CC1CC(C)CN(C(=O)c2ccc(S(=O)(=O)N3CC(C)CC(C)C3)cc2)C1 (configuration not stated)	1%	8%	-8%	-7.6	1	8	?	11	-6%
COc1ccc(-c2nc(N)ncc2-c2ccccc2OC)c(O)c1	14%	3%	-12%	-0.6	-25	3	-27%	-6	-7%
COc1ccc(S(=O)(=O)N2CCCCCC2)cc1NC(=O)Cc1cccc(C(F)(F)F)c1	5%	8%	-8%	-3.2	7	-3	10µM*	57	-4%
Cc1ccc(NC(=O)Cn2c(=O)n(-c3ccc(CC(=O)NCC4CCCO4)cc3)c(=O)c3ccccc32)cc1 (configuration not stated)	-7%	1%	·	·	·	3	10%	·	·
Cc1ncc(COCc2ccccc2)c(CO)c1OCc1ccccc1	-7%	17%	1%	0.7	17	4	-23%	3	4%

Single records, as listed above. Order of values: GLP1R cytotox, GLP-1R agonist, PLK1 PBD inh, IL2 activator, PI5P4Ka inh, D3 ag, GLP1R inv ag, D3 antag, WRN helicase inh
Shown for CC1CC(C)CN(C(=O)c2ccc(S(=O)(=O)N3CC(C)CC(C)C3)cc2)C1 (configuration not stated) = 1%, 8%, -8%, -7.6, 1, 8, ?, 11, -6%
Shown for COc1ccc(OCC(=O)NNC(=O)c2ccc(-c3ccccc3)cc2)cc1 = 0%, -2%, -7%, -1.7, -10, -5, 15%, -13, -16%
Shown for Cc1cccc2c(C(=O)O)c3cccc(C)c3nc12 = 35%[activator], -1%, 5%, -4.9, -6, -10, 2%, ?, -15%

Source: PubChem BioAssay (National Center for Advancing Translational Sciences (NCATS))
